E coli growth – E. coli V3065 growth inhibition, primary screen, counter-screen for AddAB inhibitor project, absorbance, OD600. 18 h. inhibition, % at 11.9 µM. hit rate 0.27% among 330,000;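 active = inhibition above the campaign's mean inhibition across all tested compounds plus 3 SD, cut at about 9.9% in these data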;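 also: uninfected addAB+ strain grown without phage in ampicillin broth; 0% = DMSO wells and 100% = ciprofloxacin 0.95 µg/ml wells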
phage Ecoli inh – growth loss of phage-infected E. coli, primary screen, RecBCD inhibitor project, absorbance, with phage, HTS; hit rate 0.26% among 360,000; inhibition, % at 11.9 µM; in the data active = inhibition above about 11%
PKA-R2B activ – activators of PKA-R2B holoenzyme, primary screen, biochemical, fluorescence polarization, Cy5-IP20, human; cAMP-dependent protein kinase catalytic subunit beta (Homo sapiens) + cAMP-dependent …; PKA-R2B holoenzyme dissociation; R2B truncated from residue 108, S112A mutant; 0% DMSO only, 100% 113 µM cGMP; activation, % at 11.4 µM; hit rate 0.079% among 340,000; AID 504700, 2011;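 active = activation above a cutoff set at the mean over all compounds plus 3 SD, cut at about 18% in these data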;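 also: higher means more holoenzyme dissociation and a rise in polarization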
OPRM1-OPRD1 inv – inverse agonists of MOR-DOR heterodimerization, primary screen, cell-based, luminescence; AID 504357, 2011; cell-based MOR-DOR heterodimer luminescence, inverse agonism; inhibition, % at 9.3 µM; Mu-type opioid receptor (Homo sapiens) + Delta-type opioid receptor (Homo sapiens), …; hit rate 0.21% among 340,000; in the data active = inhibition above about 22%, passing the limit was not always enough;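 also: 0% = cells with DMSO and 100% = wells without cells with DMSO; values of inactives mirror those of a sister screen read the other way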
Target sequence (P35372 whole entry, looked up): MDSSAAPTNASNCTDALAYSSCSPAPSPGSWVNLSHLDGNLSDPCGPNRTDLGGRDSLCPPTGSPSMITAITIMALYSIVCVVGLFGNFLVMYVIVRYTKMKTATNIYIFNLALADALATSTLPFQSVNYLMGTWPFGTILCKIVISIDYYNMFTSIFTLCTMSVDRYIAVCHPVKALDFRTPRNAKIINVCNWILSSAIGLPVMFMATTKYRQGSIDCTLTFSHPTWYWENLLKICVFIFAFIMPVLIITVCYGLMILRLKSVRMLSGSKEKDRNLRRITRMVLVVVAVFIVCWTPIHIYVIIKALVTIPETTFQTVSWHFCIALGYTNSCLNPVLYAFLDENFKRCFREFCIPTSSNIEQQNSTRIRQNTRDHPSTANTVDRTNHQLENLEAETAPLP
Target sequence (P41143 whole entry, looked up): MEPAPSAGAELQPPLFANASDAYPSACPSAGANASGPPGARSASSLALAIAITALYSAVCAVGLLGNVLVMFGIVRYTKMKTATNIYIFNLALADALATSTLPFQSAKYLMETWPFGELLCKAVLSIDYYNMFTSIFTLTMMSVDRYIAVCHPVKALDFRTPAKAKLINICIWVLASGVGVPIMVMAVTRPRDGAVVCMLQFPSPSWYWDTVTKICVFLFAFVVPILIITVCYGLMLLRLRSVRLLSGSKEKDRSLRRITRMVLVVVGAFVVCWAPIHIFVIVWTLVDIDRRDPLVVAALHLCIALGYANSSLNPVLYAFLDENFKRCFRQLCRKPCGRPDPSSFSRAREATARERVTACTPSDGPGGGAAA
PKA-R1A activ – activators of PKA-R1A holoenzyme, primary screen, biochemical, fluorescence polarization, Cy5-IP20, bovine R1A, mouse PKAc | cAMP-dependent protein kinase type I-alpha regulatory subunit (Bos taurus) + … | hit rate 0.083% among 340,000 | PKA-R1A dissociation; scaled: DMSO 0%, 113 µM cGMP 100% | activation, % at 11.4 µM;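 active = percent activation above the mean of all tested compounds plus 3 SD, cut at about 19% in these data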;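 also: higher means more PKAc released from R1A so a rise in polarization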
HTR5A inv ag – HTR5A inverse agonists in luminescence cell assay, primary screen, counter-screen for OPRM1-OPRD1 heterodimer inverse agonist project, full-deck HTS; HTR5A cell line, inverse agonism; hit rate 0.083% among 340,000; inhibition, % at 9.3 µM; 5-hydroxytryptamine receptor 5A (Homo sapiens), P47898; AID 504634, 2011; in the data active = inhibition mostly above about 23%, no sharp cut-off; inactive = mostly below about 18%;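 also: 0% = cells with DMSO and 100% = no-cell wells with DMSO; some compounds called inactive have numbers as strong as hits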
PfHsp90 yeast 2 – growth inhibition of PfHsp90-expressing yeast, primary screen, antimalarial PfHsp90 inhibitor project, S. cerevisiae, BacTiter-Glo luminescence, single point, set 2; BacTiter-Glo ATP, 48 h; yeast lacking PDR1 and PDR3 efflux regulators; inhibition, % at 9.4 µM; hit rate 0.32% among 310,000; AID 504621, 2011;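 active = every replicate shows inhibition above about 80%, whatever the replicate mean, limit read from the data; inconclusive = mean inhibition reaches the set limit but some replicate falls short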;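 also: 0% = DMSO neutral controls and 100% = 20 µM radicicol positive controls; yeast relying on Plasmodium falciparum Hsp90 in place of its own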
AddAB inh – growth inhibition of E. coli expressing H. pylori AddAB, primary screen, AddAB inhibitor project, absorbance | inhibition, % at 11.9 µM | hit rate 0.29% among 330,000 | AID 435030, 2010; in the data active = inhibition above about 12%;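 also: 0% = vehicle wells of infected cells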
Tat transport – E. coli Tat export inhibitors, primary screen, MC4100, TorA-mCherry reporter, fluorescence, single point; hit rate 0.036% among 340,000; AID 488895, 2010; inhibition, % at 10 µM;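 active = mean replicate inhibition at least 50% and at least half of replicates individually reaching 50%; inconclusive = only one of the two criteria met; inactive = neither criterion met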;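 also: exported cargo escapes ClpAP degradation while cytoplasmic cargo is degraded and loses fluorescence; 0% = median of neutral control wells and 100% = median of NaSCN control wells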
SUMO Mot1 rescue – yeast Mot1-301 growth rescue at high temperature, primary screen, SUMOylation pathway inhibitor project, S. cerevisiae, ATP luminescence, 38.5C. S. cerevisiae Mot1-301 growth rescue; percent above DMSO median, 100 means doubled. growth rescue, % at 18.8 µM. hit rate 1% among 320,000. AID 2716, 2010;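 active = every valid replicate shows activation above 250% relative to neutral control wells; inactive = the rest, any valid replicate at or below 250%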;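 also: OY570 slx delta 5 strain wells were the positive control but not used for scaling; some compounds called inactive have numbers as strong as hits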
MOR-DOR ag – agonists of OPRM1-OPRD1 heterodimerization, primary screen, cell-based, luminescence; cells; hit rate 0.3% among 340,000; Mu-type opioid receptor (Homo sapiens) + Delta-type opioid receptor (Homo sapiens), …; activation, % at 9.3 µM; in the data active = activation above about 18%;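 also: 0% = vehicle-treated cells and 100% = reference agonist; values of inactives mirror those of a sister screen read the other way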
* hit, by the source's call; u = inconclusive; x = no result given.

1: Clc1cccc(N2CCN(CCNc3nc4ccccc4n4cnnc34)CC2)c1
2: COC/C=C/C1=CC2=CC(=O)C(C)(OC(=O)c3cnc4ccccc4n3)C(=O)C2=CN1CCOC (stereo not drawn)
3: COC(CNC(=O)C1CCCCC1C(=O)O)OC (stereo not drawn)
4: Cc1oc(-c2ccccc2)cc1C(=O)Nc1cccc2ccccc12
5: CCOc1ccc2ccccc2c1/C=N/NC(=O)CNC(=O)c1ccccc1O
6: O=C(Nc1ccc(N2CCN(C(=O)c3ccccc3)CC2)cc1)c1cccnc1

entry no.,1,2,3,4,5,6
E coli growth,-2.7,-3.0,-0.3,1.0,-4.9,-2.1
phage Ecoli inh,x,3.6,2.6,-0.3,2.6,2.4
PKA-R2B activ,-12,-14,-7,-7,-4,6
OPRM1-OPRD1 inv,13,-18,10,-7,-4,-23
PKA-R1A activ,-1,-7,8,-5,2,-4
HTR5A inv ag,-2,1,-8,0,8,-9
PfHsp90 yeast 2,22,-25,14,9,6,-1
AddAB inh,-0.3,0.1,5.6,3.0,1.5,1.1
Tat transport,6,10,-5,1,2,-1
SUMO Mot1 rescue,3,519*,2,0,9,87
MOR-DOR ag,-2.6,3.3,-1.9,1.5,0.6,2.8

7: Cc1cc(C(=O)COc2cccnc2[N+](=O)[O-])c(C)n1Cc1ccco1
8: O=C(COc1ccc(S(=O)(=O)NCc2ccccc2)cc1)NCC1CCCO1 (stereo not drawn)
9: CCOC(=O)C1CCN(C(=O)CNS(=O)(=O)c2cccs2)CC1
10: O=C(COC(=O)c1cnccn1)c1ccc2c(c1)CCCC2
11: O=C(CCCN1C(=O)c2ccccc2C1=O)Nc1cccnc1
12: CC(NC(=O)COC(=O)c1ccc(CO)cc1)C1CC2CCC1C2 (stereo not drawn)

entry no.,7,8,9,10,11,12
E coli growth,1.5,-1.1,-0.2,0.3,-1.1,-1.6
phage Ecoli inh,-0.1,0.5,1.1,3.1,2.8,3.6
PKA-R2B activ,5,-6,7,5,-9,-9
OPRM1-OPRD1 inv,1,3,7,11,14,0
PKA-R1A activ,-12,-1,4,4,-4,-3
HTR5A inv ag,-5,-5,-2,-13,6,12
PfHsp90 yeast 2,0,-3,-18,19,12,-16
AddAB inh,2.4,-2.5,-1.7,5.0,0.7,-1.6
Tat transport,6,-4,-1,16,9,5
SUMO Mot1 rescue,6,716,-14,-3,6,-10
MOR-DOR ag,-0.3,-0.5,-1.3,-2.0,-2.5,-0.1

13: COc1cccc(NC(=O)NCCN2CCCCC2)c1
14: O=C(CSc1ncnc2sc3c(c12)CCC3)NCC1CCCO1 (stereo not drawn)
15: Cc1ccc(S(=O)(=O)N2CCN(C(=O)COC(=O)COc3ccc(Cl)cc3C)CC2)c(C)c1
16: CCC(C)NC(=O)c1ccccc1SC (stereo not drawn)
17: COc1cc(C(=O)Nc2ccc(C(=O)O)cc2)ccc1OC(C)=O
18: COc1cc(OC)cc(C(=O)NCC(=O)OCC(=O)NC2CCCc3ccccc32)c1 (stereo not drawn)

entry no.,13,14,15,16,17,18
E coli growth,2.9,0.7,x,1.0,0.1,x
phage Ecoli inh,1.3,0.2,0.6,2.5,4.4,1.5
PKA-R2B activ,0,-5,-5,-6,5,1
OPRM1-OPRD1 inv,3,14,-1,-6,16,3
PKA-R1A activ,0,1,0,-6,-12,8
HTR5A inv ag,-4,19,7,-1,-8,4
PfHsp90 yeast 2,-5,-20,3,24,-2,27
AddAB inh,5.3,-0.8,x,0.9,1.5,x
Tat transport,26,4,8,14,0,9
SUMO Mot1 rescue,8,-4,x,-4,x,-9
MOR-DOR ag,-0.6,-4.2,0.2,1.1,-3.0,-0.5

19: CCCOc1cccc(C(=O)NC(=S)Nc2cccc(NC(=O)c3ccccc3Cl)c2)c1
20: CC(OC(=O)Cc1coc2cc3c(cc12)CCC3)C(=O)NCc1ccc2c(c1)OCO2 (stereo not drawn)
21: CCOC(=O)c1ccc(NC(=O)c2nc[nH]c2C(=O)N[C@H](C)c2ccccc2)cc1
22: CC(C)Cc1ccc(C(C)NC(=O)Cc2ccc(S(=O)(=O)N3CCOCC3)s2)cc1 (stereo not drawn)
23: Cc1ccc(NC(=O)COc2cccc(-n3cnnn3)c2)cc1[N+](=O)[O-]
24: CC(=O)NC(NC(C)=O)c1ccc(Br)cc1

entry no.,19,20,21,22,23,24
E coli growth,2.2,-1.3,-2.4,-2.9,-3.0,-2.0
phage Ecoli inh,3.8,1.8,-2.2,-0.1,3.9,x
PKA-R2B activ,-6,5,10,-9,-9,-9
OPRM1-OPRD1 inv,11,5,0,13,4,10
PKA-R1A activ,-11,7,-13,-2,-3,7
HTR5A inv ag,10,-5,14,8,-12,-5
PfHsp90 yeast 2,-11,-21,-23,x,28,-5
AddAB inh,3.0,0.7,3.5,2.2,-3.4,2.3
Tat transport,-6,-5,6,5,-4,3
SUMO Mot1 rescue,-5,-3,8,-14,-11,0
MOR-DOR ag,-2.1,-1.1,-0.1,-2.6,-0.6,-1.9

25: O=[N+]([O-])c1cc(S(=O)(=O)C(F)(F)F)ccc1Sc1nc2ccccc2[nH]1
26: CCn1c(SCC(=O)Nc2cccc(OC)c2)nnc1-c1ccc(Cl)cc1
27: Cc1ccc(NC(=O)CN(C)C(=O)CCC(=O)c2cccs2)cc1
28: CC1=CC(C2CC(=O)N(c3ccc(C)cc3)C2=O)CC2C(=O)N(c3ccc(C)cc3)C(=O)C12 (stereo not drawn)
29: Cc1ccccc1-n1c(SCC(=O)Nc2cccc3ccccc23)nc(O)cc1=O
30: O=C(NCCc1ccccc1)/C(=C/c1ccco1)c1ccccc1

entry no.,25,26,27,28,29,30
E coli growth,-1.2,0.2,0.7,-2.5,-3.3,-0.9
phage Ecoli inh,0.7,-1.3,2.9,-1.2,-1.4,1.3
PKA-R2B activ,11,14,4,-6,1,-4
OPRM1-OPRD1 inv,-60,-2,6,0,5,4
PKA-R1A activ,-1,3,-7,-11,-3,-4
HTR5A inv ag,-6,6,-2,-4,7,-48
PfHsp90 yeast 2,-16,-15,15,-2,2,1
AddAB inh,2.8,-0.9,1.2,-1.1,0.2,3.0
Tat transport,3,3,-4,0,6,5
SUMO Mot1 rescue,-13,-10,164,-1,16,7
MOR-DOR ag,12,0.5,-1.1,0.0,-0.9,-1.0

31: Cc1ccc(S(=O)(=O)N2CCCC(C(=O)NNCC(=O)Nc3cc(F)ccc3F)C2)cc1 (stereo not drawn)
32: O=C(NCCc1ccccc1)C(=O)NCC1OCCN1S(=O)(=O)c1ccc([N+](=O)[O-])cc1 (stereo not drawn)
33: COc1cccc(C(=O)N2CCC(C(=O)N3CCN(C)CC3)CC2)c1
34: CCCOc1ccc(C(=O)Nc2ccc(NC(=O)c3cccs3)cc2)cc1
35: CC(C)(C)C1CCc2c(sc(NC(=O)c3ccco3)c2C(N)=O)C1 (stereo not drawn)
36: COc1ccc(CCN(Cc2cccs2)S(=O)(=O)c2ccc(S(=O)(=O)N3CCC(C)CC3)cc2)cc1OC

entry no.,31,32,33,34,35,36
E coli growth,-0.2,1.1,x,0.9,-0.9,-2.7
phage Ecoli inh,4.1,4.4,3.5,-0.3,2.0,2.4
PKA-R2B activ,-14,-15,1,12,-4,5
OPRM1-OPRD1 inv,14,-36,-8,9,-16,-6
PKA-R1A activ,-1,-17,-12,-4,6,-12
HTR5A inv ag,2,-12,4,-31,21,8
PfHsp90 yeast 2,-10,x,10,2,-15,-4
AddAB inh,2.6,-0.4,x,3.8,-0.8,2.4
Tat transport,-2,-1,-1,-6,-7,2
SUMO Mot1 rescue,240,-16,x,11,-23,222
MOR-DOR ag,-2.5,5.7,1.4,-1.5,2.7,1.0

37: COc1cc(OC)c2c(c1)C(=O)OC2
38: COC(=O)c1ccc(Cl)c(NC(=O)c2cccc([N+](=O)[O-])c2C)c1
39: COc1ccc(C(=O)NCC(=O)N2CCC3(CC2)NCCc2[nH]cnc23)cc1
40: CCOC(=O)c1sc(NC(=O)CCN2C(=O)c3cccc([N+](=O)[O-])c3C2=O)c(C(=O)OCC)c1C
41: C/C=C/C=C\C(=O)Nc1cccc(C2=NOC3(C2)C[C@@H](C(N)=O)N(C(=O)/C(C)=C/C)C3)c1 (stereo partly drawn)

entry no.,37,38,39,40,41
E coli growth,-1.9,2.4,2.0,-2.7,-2.9
phage Ecoli inh,0.9,3.4,2.3,1.5,-2.7
PKA-R2B activ,-8,-9,4,-6,-6
OPRM1-OPRD1 inv,8,7,10,0,16
PKA-R1A activ,-3,1,7,0,-8
HTR5A inv ag,6,-15,-13,-25,-11
PfHsp90 yeast 2,7,-5,10,-11,-4
AddAB inh,-0.2,5.5,2.2,-3.0,0.9
Tat transport,2,-8,-5,u,-40
SUMO Mot1 rescue,-11,-7,-4,6,-2
MOR-DOR ag,-1.4,-1.3,-1.8,-0.1,-2.8

Only HTR5A inv ag and OPRM1-OPRD1 inv, for two of the compounds above:
| cpd | Compound | HTR5A inv ag | OPRM1-OPRD1 inv |
| --- | --- | --- | --- |
| 39 | COc1ccc(C(=O)NCC(=O)N2CCC3(CC2)NCCc2[nH]cnc23)cc1 | -13 | 10 |
| 38 | COC(=O)c1ccc(Cl)c(NC(=O)c2cccc([N+](=O)[O-])c2C)c1 | -15 | 7 |

Bioassay records (PubChem BioAssay)
